Source: PubChem BioAssay
Luciferase inh – qHTS Assay for Inhibitors of Firefly Luciferase. Luciferin 4-monooxygenase (Photinus pyralis), P08659. purified firefly luciferase, luminescence, 8 min. Potency, µM (top dose mostly 57.1 µM), inactives show at the highest dose activity change, negative = inhibition, usual class: inhibitors. actives 2.2% (n = 72,000). AID 411, 2009; note: potency is the fitted concentration of half-maximal effect; % is set by controls: 0 for no effect and ±100 for the full control effect; nearly all actives have a fitted effect of over 40% in size
Target sequence (P08659 whole entry, looked up): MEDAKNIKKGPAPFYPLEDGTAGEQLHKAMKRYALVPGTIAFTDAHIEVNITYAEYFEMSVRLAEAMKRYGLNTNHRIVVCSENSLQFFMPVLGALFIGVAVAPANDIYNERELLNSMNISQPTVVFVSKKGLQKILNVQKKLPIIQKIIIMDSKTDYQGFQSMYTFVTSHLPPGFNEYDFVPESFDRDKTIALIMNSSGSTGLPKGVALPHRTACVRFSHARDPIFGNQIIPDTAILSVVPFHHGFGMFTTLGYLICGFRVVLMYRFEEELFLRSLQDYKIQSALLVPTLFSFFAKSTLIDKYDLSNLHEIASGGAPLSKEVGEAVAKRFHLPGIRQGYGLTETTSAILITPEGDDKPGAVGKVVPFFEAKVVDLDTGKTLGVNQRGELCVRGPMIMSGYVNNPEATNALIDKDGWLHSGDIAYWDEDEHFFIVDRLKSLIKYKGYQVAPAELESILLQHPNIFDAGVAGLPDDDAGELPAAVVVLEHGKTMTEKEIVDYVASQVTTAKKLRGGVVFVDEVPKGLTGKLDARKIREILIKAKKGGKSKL
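Compounds were tested as concentration series (qHTS) against purified P. pyralis luciferase with luciferin and 10 uM ATP in 50 mM imidazole pH 7.2, 50 mM KCl, 7 mM MgCl2, 0.01% Tween 20, 0.05% BSA. Luminescence was read after 8 min at ambient temperature.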
Hsp90 Hop PPI – qHTS Assay for Disrupters of an Hsp90 Co-Chaperone Interaction; AlphaScreen TPR2A-His6 binding biotin-Hsp90 C-terminal peptide; Hsp90 C-terminal peptide / TPR2A (Hop) interaction, human; Potency, µM (titrated, usually from 57 µM), inactives show at the highest dose activity change, negative = inhibition; actives 0.44% (n = 71,000); AID 595, 2007; active = well fitted curve in either direction with a large enough effect; inconclusive = small, poorly fitted or top-dose-only effect, or another doubt; note: potency is the fitted concentration of half-maximal effect; % is set by controls: 0 for no effect and ±100 for the full control effect; many of its hits are not listed in these tables
GFP derepression – qHTS Assay for Epigenetic Modulators. mouse C127i GFP locus derepression, cytometry, 30 h. Potency, µM (titrated, usually from 46.1 µM), without a hit: at the top dose GFP derepression (activation). actives 0.09% (n = 68,000); note: % of control where 0% means no effect
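Read-out is the number of GFP-positive cells, scored as fluorescent objects 20 to 120 um wide, reflecting derepression of a silenced CMV-GFP reporter in murine C127i cells after 30 h compound exposure at 37 C.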
Fluorescein fluor – qHTS Assay for Spectroscopic Profiling in Fluorescein Spectral Region; Compound autofluorescence, 480/540 nm, fluorescein-equivalent; active compounds read high; max fluorescein-equivalent concentration, M; actives 0.91% (n = 59,000); AID 593, 2007; in the data active = max fluorescein-equivalent concentration above about 10 nM; inconclusive = between about 1.1 nM and that limit
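Each compound is tested across a concentration series in 100 mM Tris buffer at pH 8.0. After 15 min at room temperature, plates are imaged with 480 nm excitation and 540 nm emission filters, and intensities are converted to fluorescein-equivalent values.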
HBB splicing – qHTS Assay for Modulators of Hemoglobin Beta Chain Splicing. HBB splicing reporter cell assay, activation; EGFP reporter with mutant IVS2-654 intron; response scale: normalised to 500 nM splice-correcting PNA. actives 0.06% (n = 65,000). Potency, µM (highest dose often 46.1 µM), without a hit: top-dose activation, actives largely listed as activators; note: potency is the fitted concentration of half-maximal effect; 0% is about no effect
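HeLa cells stably expressing EGFP interrupted by mutant beta-globin intron 2 (IVS2-654), 500/well in 2% FCS. Treated with compound for 2 days at 37C. Splicing correction scored as total well GFP intensity (488 nm excitation, 500-520 nm emission); 500 nM antisense PNA served as control.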
A350 autofl – qHTS Assay for Spectroscopic Profiling in A350 Spectral Region | Compound autofluorescence, 340/450 nm, Alexa 350 dye-equivalents; active compounds read high | max dye-equivalent concentration, M | actives 11% (n = 59,000); in the data active = max dye-equivalent concentration above about 10 nM; inconclusive = mostly about 1.1 nM to 9.6 nM
CRE-bla Fsk – Cell signaling CRE-BLA (Fsk stim); CHO CRE-bla reporter (cAMP response element driving beta-lactamase), forskolin EC10, beta-lactamase ratio; Potency, µM (titrated, usually from 38.2 µM), inactives show at the highest dose activity change, negative = inhibition, most hits filed as activators; actives 2.5% (n = 71,000); active = well fitted activation curve with a large enough effect in the signal ratio, with a control signal flat, not every such curve was filed as active; inconclusive = small, poorly fitted or top-dose-only effect, or effect the other way, or a change in a side signal; the % refers to the signal ratio; note: potency is the fitted concentration of half-maximal effect; % of control where 0% means no effect
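Titrated compounds plus EC10 NKH 477 on CHO CRE-bla cells, 3 h, 37 °C. CCF4, 2 h RT. Ratio 460/530 nm → AC50.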
4MU fluor – qHTS Assay for Spectroscopic Profiling in 4-MU Spectral Region; max dye-equivalent concentration, M; AID 589, 2007; actives 11% (n = 59,000); compound autofluorescence, 340/450 nm, 4-MU equivalents; active compounds read high; in the data active = max dye-equivalent concentration above about 10 nM; inconclusive = mostly about 1.1 nM to 9.6 nM
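Compounds in 100 mM Tris, pH 8.0, incubated 15 min at room temperature, then fluorescence read at 340 nm excitation/450 nm emission. Signal converted to 4-MU dye-equivalent concentration using an on-plate six-point 4-MU standard curve.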
ERK AVP block – qHTS Assay for Inhibitors of the ERK Signaling Pathway using a Homogeneous Screening Assay; HEK293-V1b, vasopressin-stimulated pERK AlphaScreen; Potency, µM (titrated, usually from 57.5 µM), without a hit: top-dose activity, negative = inhibition, usual class: inhibitors; actives 0.99% (n = 72,000); note: potency is the fitted concentration of half-maximal effect; % is set by controls: 0 for no effect and ±100 for the full control effect; nearly all actives have a fitted effect of over 55% in size
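qHTS, compounds titrated on V1b-expressing HEK293 cells. Preincubation 30 min at 37C, vasopressin 25 nM for 5 min, lysis 10 min, bead incubation 5 hr at room temperature.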
UbGFP stabilizer – Ubiquitin-GFP Assay | Ubiquitin-GFP reporter cells, proteasome inhibition, GFP fluorescence; response scale: untreated = 0%, 10 µM MG-132 = 100% | AID 526, 2006 | 67,000 tested, under 10 active | Potency, µM (series often up to 45.9 µM), without a hit: at the highest dose activation (GFP accumulation), actives largely listed as activators; active = well fitted activation curve with a large enough effect, not every such curve was filed as active; inconclusive = small, poorly fitted or top-dose-only effect, or another doubt; inactive = no such curve, though single readings can be large or run the other way; note: potency is the fitted concentration of half-maximal effect
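U2OS cells expressing ubiquitin(G76V)-GFP, seeded overnight in 0.5% FBS medium, then treated 4 hr at 37 C across 46 uM to 2.9 nM. GFP-positive cells counted by laser cytometry (488 ex/515 em); %activity scaled between basal and 10 uM MG-132.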
TexasRed autofl – qHTS Assay for Spectroscopic Profiling in Texas Red Spectral Region; Compound fluorescence, Texas Red channel, 547/618 nm; active compounds read high; max dye-equivalent concentration, M; actives 0.06% (n = 59,000); AID 587, 2007; in the data active = max dye-equivalent concentration above about 10 nM; inconclusive = between about 1.1 nM and that limit
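Pin-transferred compounds and Texas Red standards go into 100 mM Tris buffer, pH 8.0. After 15 min at room temperature, plates are imaged with 547/618 nm filters. Each value is a dye-equivalent concentration derived from the per-plate dye curve.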
An asterisk follows results filed as active; [ ] = another dose, or the depositor's remark. Unless noted, calls come from the whole dose curve; as a rule, active = well fitted curve in the direction sought with a large enough effect; inconclusive = small, poorly fitted or top-dose-only effect, or another doubt; inactive = no such curve, though single readings can be large; an effect the other way counts as inactive or inconclusive.

COCCn1nnnc1C(c1cc2cc(OC)ccc2[nH]c1=O)N1CCC(Cc2ccccc2)CC1 (stereo unspecified) was read as Luciferase inh 1.3%, Hsp90 Hop PPI -7.3%, GFP derepression -0.2%, Fluorescein fluor inconclusive, HBB splicing -4.1%, A350 autofl 1.4e-07M*, CRE-bla Fsk -8.8%, 4MU fluor 9.71e-08M*, ERK AVP block -14.4%, UbGFP stabilizer 2.5% and TexasRed autofl inactive.
`O=C(c1ccco1)N1CCN(c2ncnc3c2[nH]c2ccccc23)CC1` gave Luciferase inh -0.3%[25.5 µM], GFP derepression -3.8%[20.6 µM], Fluorescein fluor inconclusive, A350 autofl inconclusive, 4MU fluor inconclusive and TexasRed autofl inactive.
For CCCn1c(SCC(=O)N2CCN(S(=O)(=O)c3ccc(Cl)cc3)CC2)n[nH]c1=O the results were Luciferase inh -1.4%, Hsp90 Hop PPI -1.6%, GFP derepression 0.0%, Fluorescein fluor inactive, HBB splicing -0.1%[57.5 µM], A350 autofl inactive, CRE-bla Fsk -12.6%, 4MU fluor inactive, ERK AVP block -11.7%, UbGFP stabilizer -2.0% and TexasRed autofl inactive.
O=C(COc1ncnc2ccccc12)NC1CCS(=O)(=O)C1 (stereo unspecified) was read as Luciferase inh -1.4%, Hsp90 Hop PPI -6.3%, GFP derepression -1.3%, Fluorescein fluor inconclusive, HBB splicing -1.3%, A350 autofl inconclusive, CRE-bla Fsk inconclusive, 4MU fluor inactive, ERK AVP block -11.6%, UbGFP stabilizer -2.9% and TexasRed autofl inconclusive.
Screening O=C1CCCc2nc(N3CCN(C(c4ccccc4)c4ccccc4)CC3)ncc21 returned Luciferase inh 1.0%, Hsp90 Hop PPI -0.9%, GFP derepression -1.6%, Fluorescein fluor inactive, HBB splicing -0.2%[57.5 µM], A350 autofl inactive, CRE-bla Fsk -10.0%, 4MU fluor inactive, ERK AVP block 2.1%, UbGFP stabilizer -4.4% and TexasRed autofl inactive.
For O=C(O)[C@H]1C[C@@H](CP(=O)(O)O)CCN1 the results were Luciferase inh -1.7%, Hsp90 Hop PPI 1.7%, GFP derepression 1.4%, CRE-bla Fsk inconclusive, ERK AVP block -7.4% and UbGFP stabilizer 0.0%.
For O=C(CN1C(=O)c2cccc3cccc1c23)N1CCN(c2ccc(F)cc2)CC1 the results were Luciferase inh 7.5%, Hsp90 Hop PPI 1.3%, GFP derepression -3.4%, Fluorescein fluor inactive, A350 autofl 3.8e-08M*, CRE-bla Fsk -4.5%, 4MU fluor 4.14e-08M*, ERK AVP block 1.1%, UbGFP stabilizer -1.2% and TexasRed autofl inactive.
COc1ccc(Cc2nc(-c3ccc(-n4cccc4)cc3)no2)cc1OC was read as Luciferase inh 0.0%, Hsp90 Hop PPI 1.0%, GFP derepression 0.8%, HBB splicing -0.2%, CRE-bla Fsk inconclusive, ERK AVP block -20.5% and UbGFP stabilizer -9.6%.
Screening CN(CCCNC(=O)C1CCN(S(=O)(=O)N2CCC3(CC2)OCCO3)CC1)Cc1ccccc1 returned Luciferase inh 6.6%, Hsp90 Hop PPI -2.1%, GFP derepression 0.0%, Fluorescein fluor inactive, HBB splicing 0.5%, A350 autofl inactive, CRE-bla Fsk inconclusive, 4MU fluor inactive, ERK AVP block -8.1%, UbGFP stabilizer -3.4% and TexasRed autofl inactive.
Screening C=C(C)C1CCC(C)=C1CC(C)(C)/C=N\n1cnnc1 (stereo unspecified) returned Luciferase inh 0.7%, Hsp90 Hop PPI -1.9%, GFP derepression 0.0%, HBB splicing -0.6%[9.22 µM], CRE-bla Fsk 2.2%, ERK AVP block -2.8% and UbGFP stabilizer -1.7%.
For COC(=O)c1cc2oc(C)cc2n1CC(=O)Nc1cc(C)cc(C)c1 the results were Luciferase inh 2.9%, Hsp90 Hop PPI 1.6%, GFP derepression 4.3%, Fluorescein fluor inactive, HBB splicing -1.3%, A350 autofl inactive, CRE-bla Fsk 1.2%, 4MU fluor inactive, ERK AVP block -1.9%, UbGFP stabilizer 1.4% and TexasRed autofl inactive.
Screening O=c1c2ccccc2c2ccccc2c(=O)n1Cc1ccco1 returned Luciferase inh -2.6%, Hsp90 Hop PPI -1.2%, GFP derepression 0.0%, Fluorescein fluor inactive, HBB splicing -0.7%, A350 autofl inactive, CRE-bla Fsk -5.1%, 4MU fluor inactive, ERK AVP block -14.0%, UbGFP stabilizer 0.6% and TexasRed autofl inconclusive.
`O=C(NCCO)C1(c2ccccc2)CCCC1` gave Luciferase inh 0.4%[25.5 µM], GFP derepression 2.6%[20.6 µM], Fluorescein fluor inactive, A350 autofl inactive, 4MU fluor inactive and TexasRed autofl inactive.
Cn1c(=O)n(Cc2ccccc2)c(=O)c2c1nc(NCC1CCCO1)n2Cc1ccccc1 (stereo unspecified) was read as Luciferase inh -1.1%[25.5 µM], GFP derepression -7.0%[20.6 µM], Fluorescein fluor inactive, A350 autofl inactive, 4MU fluor inactive and TexasRed autofl inactive.
Screening CN1C(=O)CSc2ccc(NC(=O)NCc3cccnc3)cc21 returned Luciferase inh 1.3%, Hsp90 Hop PPI -4.7%, GFP derepression 8.6%, Fluorescein fluor inconclusive, HBB splicing 0.6%, A350 autofl inactive, CRE-bla Fsk -10.3%, 4MU fluor inactive, ERK AVP block 14.7%, UbGFP stabilizer -3.2% and TexasRed autofl inactive.
COc1ccc(N(CC(=O)NCc2ccco2)S(=O)(=O)c2c(C)nn(C)c2C)cc1 was read as Luciferase inh 1.9%, Hsp90 Hop PPI -1.9%, GFP derepression -3.4%, HBB splicing -0.3%, CRE-bla Fsk -10.3%, ERK AVP block 2.0% and UbGFP stabilizer -8.9%.
`CN(C)CCCN1C(=O)c2oc3ccccc3c(=O)c2C1c1cccs1` (stereo unspecified) gave Luciferase inh -0.3%, Hsp90 Hop PPI -2.2%, GFP derepression -2.2%, Fluorescein fluor inconclusive, HBB splicing inconclusive, A350 autofl 3.02e-08M*, CRE-bla Fsk -3.4%, 4MU fluor 2.33e-08M*, ERK AVP block -14.3%, UbGFP stabilizer -4.3% and TexasRed autofl inactive.
Screening Cc1cc(-c2nc3ncccc3o2)ccc1NC(=O)CC(C)C returned Luciferase inh -0.4%, Hsp90 Hop PPI 1.6%, HBB splicing 0.0%, CRE-bla Fsk -9.5% and UbGFP stabilizer 3.3%.
`O=C1c2ccccc2C(Nc2ccc3nc(-c4cccnc4)[nH]c3c2)N1Cc1ccco1` (stereo unspecified) gave Luciferase inh -13.6%, Hsp90 Hop PPI -6.0%, GFP derepression 0.0%, HBB splicing -0.4%, CRE-bla Fsk inconclusive, ERK AVP block inconclusive and UbGFP stabilizer -0.4%.
Screening O=C1CCC(C(=O)OCc2cc(Cl)ccc2OC(F)F)N1 (stereo unspecified) returned Luciferase inh 0.5%, Hsp90 Hop PPI -3.4%, GFP derepression 1.6%, Fluorescein fluor inactive, HBB splicing -1.4%[57.5 µM], A350 autofl inactive, CRE-bla Fsk -3.7%, 4MU fluor inactive, ERK AVP block -20.0%, UbGFP stabilizer 0.0% and TexasRed autofl inactive.
For COc1ccccc1CN1CCC2(CC1)CCN(C(=O)c1ccco1)CC2 the results were Luciferase inh 0.3%[11.4 µM], Hsp90 Hop PPI -9.7%, GFP derepression -2.3%[9.22 µM], Fluorescein fluor inactive, HBB splicing 1.0%, A350 autofl inactive, CRE-bla Fsk 1.4%, 4MU fluor inactive, ERK AVP block 0.9%, UbGFP stabilizer -0.3% and TexasRed autofl inactive.
`Cc1cc(=O)[nH]c(N2CCCC2)n1` gave Luciferase inh -1.2%, Hsp90 Hop PPI -2.8%, GFP derepression 0.0%, HBB splicing 2.0%, CRE-bla Fsk -1.3%, ERK AVP block -12.2% and UbGFP stabilizer 14.0%.
O=C(Cc1cccs1)NCc1ccco1 was read as Luciferase inh 0.7%, Hsp90 Hop PPI -4.0%, GFP derepression -2.7%, Fluorescein fluor inactive, HBB splicing -0.1%, A350 autofl inactive, CRE-bla Fsk -2.5%, 4MU fluor inactive, ERK AVP block -15.5%, UbGFP stabilizer 2.5% and TexasRed autofl inactive.
For CCOc1ccc(C2/C(=C(/O)c3ccccc3)C(=O)C(=O)N2CCCN(C)C)cc1OC (stereo unspecified) the results were Luciferase inh 1.2%, Hsp90 Hop PPI -3.2%, GFP derepression 5.4%, Fluorescein fluor inactive, HBB splicing 0.4%, A350 autofl inactive, CRE-bla Fsk -12.6%, 4MU fluor inactive, ERK AVP block -17.8%, UbGFP stabilizer 18.3% and TexasRed autofl inactive.

The list is partial, so the mix of outcomes need not match the whole.
